Screening results as filed in PubChem BioAssay.
ERG Ets-DNA blk: inhibitors of human ERG Ets domain-DNA interaction | P11308 | fluorescence polarization, His-ERG Ets domain / labelled DNA | Potency, µM (series often up to 76.9 µM), without a hit: at the top dose FP activity, negative = inhibition, actives largely listed as inhibitors | 370,000 compounds, 0.028% hits | AID 624246; active means well fitted inhibition curve with a large enough effect in the polarisation, with a control signal flat; inconclusive means small, poorly fitted or top-dose-only effect, or effect the other way, or a change in a side signal; inactive means no such curve, though single readings can be large or run the other way; the % refers to the polarisation;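 further: polarization taken with two DNA probes labelled with fluorescein and Texas red; potency means the concentration at half of the fitted maximal effect; % of control where 0% means no effect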
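His-tagged ERG Ets domain (1 uM in the protein solution; 300mM KCl, 50mM Tris-HCl, 1mM EDTA, 1mM DTT, pH 7.5) received compound, then a probe mix of 5 nM fluorescein-DNA and 100nM Texas-615-DNA. Fluorescence polarization was read for both dyes.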
Vif-APOBEC3G blk: blocks the Vif interaction with human APOBEC3G. Q9HC16. HeLa A3G-eYFP + Vif (tagged APOBEC3G with the HIV-1 protein that degrades it), YFP fluorescence, overnight. Potency, µM (series often up to 46.1 µM), inactives show at the top dose activity, negative = active, actives largely listed as inhibitors. 410,000 compounds, 0.076% hits;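 further: potency means the concentration at half of the fitted maximal effect; on the % scale 0 is the no-effect control and ±100 the full control effect; nearly all actives have a fitted effect of over 60% in size; hits raise eYFP signal because A3G escapes Vif-driven loss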
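Read-out is eYFP fluorescence (Ex 488/Em 500-530) from Vif-expressing HeLa A3G-eYFP cells; more signal means A3G escaped Vif-mediated degradation. Cells plated overnight, compound pinned in, incubated overnight at 37 deg C.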
Vif-APOBEC3F blk: blocks the Vif interaction with APOBEC3F; HeLa A3F-eYFP + Vif (tagged APOBEC3F with the HIV-1 protein that degrades it), YFP fluorescence increase; Potency, µM (highest dose often 46.1 µM), for inactives: at the top dose activity, negative = active; 390,000 compounds, 0.2% hits; AID 602313; further: potency means the concentration at half of the fitted maximal effect; % of control where 0% means no effect; nearly all actives have a fitted effect of over 65% in size
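HeLa cells stably expressing Vif plus C-terminally eYFP-tagged A3F were seeded, incubated overnight at 37 deg C, dosed with compound, incubated overnight again at 37 deg C. Yellow fluorescence (Ex 488/Em 500-530) reported blocked Vif-mediated A3F-eYFP degradation.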
LDHA block: inhibitors of human lactate dehydrogenase A; purified LDHA, NADH/diaphorase-resazurin fluorescence; stronger effect = lower value; activity change, % (values are at about 110 or 230 µM); 480,000 compounds, 0.15% hits; in the data active means activity change below about -30%; inconclusive means mostly about -25% to -30%;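 further: plate controls were DMSO wells for no effect and wells without enzyme for full effect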
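Human LDH5 (2 nM) was incubated with 0.06 mM NADH and 0.2 mM pyruvate for 5 min at room temperature in Tris pH 7.4. Remaining NADH was coupled through diaphorase/resazurin, and resorufin fluorescence was read at 0 and 20 min.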
D2 antagonist: antagonists of human D2 dopamine receptor. HEK293 TREx D2 cells, calcium flux, dopamine EC80. inhibition, % at 10 µM. 340,000 compounds, 2% hits. AID 485344; in the data active means inhibition above about 30%; further: 0% is about no effect
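Calcium mobilization kinetics were recorded at 1 s intervals in tetracycline-induced HEK293 T-REx D2 cells, first for 180 s after compound addition and then 180 s after EC80 dopamine.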
D2 ag: activates the human D2 dopamine receptor. P14416. activation, % at 2 µM. HEK293 T-REx D2 cells, calcium flux agonist mode. 340,000 compounds, 0.53% hits. AID 485358;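 active means activation over 3 SD above normal in the single-dose calcium agonist read, cut at about 30% in these data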; further: 0% is about no effect
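HEK293 Trex D2 cells, tetracycline-induced, o/n 30 C 5% CO2; no-wash Ca dye, RT 30–90 min; 10-cycle baseline, 23 nl cpd added, kinetic Ca read 180 s; agonist hits = positive Ca response.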
RGS4 inhibitor: human RGS4 inhibition. Potency, µM (titrated, usually from 114 µM), for inactives: at the top dose activity change, negative = inhibition, actives largely listed as inhibitors. 390,000 compounds, 0.039% hits. P49798. Transcreener GDP fluorescence polarization, RGS4-accelerated GTP hydrolysis; further: potency means the concentration at half of the fitted maximal effect; on the % scale 0 is the no-effect control and ±100 the full control effect; nearly all actives have a fitted effect of over 75% in size; some results filed as inactive show a strong effect at the top dose
Target sequence (P49798 whole entry, looked up): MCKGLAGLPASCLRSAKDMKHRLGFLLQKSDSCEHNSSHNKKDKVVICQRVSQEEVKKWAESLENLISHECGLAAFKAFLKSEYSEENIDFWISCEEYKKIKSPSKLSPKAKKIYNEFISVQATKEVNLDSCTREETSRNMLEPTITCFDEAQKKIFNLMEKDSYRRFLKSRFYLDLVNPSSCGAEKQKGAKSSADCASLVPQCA
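MLSMR compounds (23 nl, pin-transferred) preincubated 10 min at room temperature with a 500nM (2x) first reagent, then RGS4 at 900nM (2x) plus Transcreener GDP mix added; fluorescence polarization (620/688 nm) read before and after 90 min at 30 °C.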
Glioma ERSR ind: induces the endoplasmic reticulum stress response in human glioma cells; U87-MG GRP78 promoter luciferase reporter, 16 h; Potency, µM, for inactives: at the highest dose activation, hits mostly activators; 420,000 compounds, 0.02% hits; AID 602332; further: potency means the concentration at half of the fitted maximal effect; series mostly up to about 76 µM; % of control where 0% means no effect; nearly all actives have a fitted effect of over 35% in size
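Stably transfected U87-MG human glioma cells carrying a GRP78-based luminescent sensor were seeded at 1000 cells/well, pin-dosed with compounds and incubated 16 h. Luciferase reagent was then added, and end-point luminescence was read after 10 min at room temperature.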
ALOX12 inh: inhibitors of human 12S-lipoxygenase ALOX12. P18054. purified 12hLO, xylenol orange hydroperoxide absorbance. Potency, µM (doses to about 108 µM), inactives show at the highest dose activity change, negative = inhibition, most hits filed as inhibitors. 580,000 compounds, 1.1% hits. AID 1671190; further: potency means the concentration at half of the fitted maximal effect; on the % scale 0 is the no-effect control and ±100 the full control effect
Target sequence (P18054 whole entry, looked up): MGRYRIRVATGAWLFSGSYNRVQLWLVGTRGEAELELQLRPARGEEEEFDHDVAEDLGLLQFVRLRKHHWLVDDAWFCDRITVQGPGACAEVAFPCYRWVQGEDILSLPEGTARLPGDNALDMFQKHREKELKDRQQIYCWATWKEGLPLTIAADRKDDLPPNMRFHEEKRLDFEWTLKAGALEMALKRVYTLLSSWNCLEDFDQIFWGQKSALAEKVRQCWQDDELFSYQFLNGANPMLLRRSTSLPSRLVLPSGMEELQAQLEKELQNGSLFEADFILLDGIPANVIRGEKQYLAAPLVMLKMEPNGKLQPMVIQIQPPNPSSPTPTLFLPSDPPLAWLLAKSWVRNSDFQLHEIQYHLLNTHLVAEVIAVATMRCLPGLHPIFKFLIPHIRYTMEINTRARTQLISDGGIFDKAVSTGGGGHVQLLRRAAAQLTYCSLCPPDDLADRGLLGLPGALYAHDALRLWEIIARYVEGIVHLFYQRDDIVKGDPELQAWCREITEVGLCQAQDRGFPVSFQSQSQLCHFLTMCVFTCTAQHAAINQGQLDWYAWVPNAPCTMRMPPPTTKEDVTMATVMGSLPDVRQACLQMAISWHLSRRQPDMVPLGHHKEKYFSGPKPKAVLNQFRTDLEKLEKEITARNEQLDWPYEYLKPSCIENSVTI
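Purified human 12hLO at 150 nM in 25 mM Hepes, 0.01% Triton X-100, pH 7.0, preincubated 15 min at room temperature with compound. Reaction started with 40 uM arachidonic acid, 30 min at room temperature. Hydroperoxide measured by Fe-xylenol orange, 573/405 nm absorbance ratio.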
An asterisk follows results filed as active; ? = inconclusive; . = not tested or not shown; & = joins results of further samples; [ ] = remark or other dose. Unless noted, the call rests on the fitted dose curve; in most records, active means well fitted curve in the direction sought with a large enough effect; inconclusive means small, poorly fitted or top-dose-only effect, or another doubt; inactive means no such curve, though single readings can be large; an effect the other way counts as inactive or inconclusive.

SMILES	ERG Ets-DNA blk	Vif-APOBEC3G blk	Vif-APOBEC3F blk	LDHA block	D2 antagonist	D2 ag	RGS4 inhibitor	Glioma ERSR ind	ALOX12 inh
CN(c1ccccc1)S(=O)(=O)c1ccc(C(=O)NCc2ccccc2F)cc1	2%	2%	3%	-9	13	0.1	7%	1%	431%[activator]
COc1ccccc1NC(=O)CSc1oc(-c2ccc(F)cc2)nc1S(=O)(=O)c1ccc(Br)cc1	1%	-8%	-25%	2	.	.	-12%	-2%	-23%
COc1ccc(CNC(=O)c2cc3cccc4c3n2CC(C)S4)cc1OC (configuration not stated)	4%	2%	-1%	-8	.	0.2	36%	-3%	?
NC(=O)CC(NC(=O)Cc1cccc2ccccc12)c1ccc(NC2CC3CCC2C3)c([N+](=O)[O-])c1 (configuration not stated)	-6%	-8%	?	-7	30	-0.3	17%	-3%	?
COc1ccc2nc(-c3ccccc3)cc(OC)c2c1	16%	-10%	-4%	4	-15	0.1	-8%	3%	-14%
CC(=O)N(C(C)=O)c1ncn(C)c1S(=O)(=O)Nc1ccccc1	22%	8%	-1%	-8	.	.	1%	-4%	4%
CCOC(=O)CSc1nc(CC)nc2ccccc12	.	1%	-1%	-7	-9	-0.2	-3%	-2%	?
c1ccc(-n2nnnc2NC2CCCCC2)cc1	5%	0%	-5%	-5	2	-0.7	18%	-2%	23%
O=C(Nc1ccc(S(=O)(=O)N2CCCC2)cc1)C1CC(=O)N(CCc2ccccc2)C1 (configuration not stated)	.	1%	0%	-5	.	.	.	-2%	13%
O=C1c2ccccc2C(=O)N1CCC(=O)N1CCc2ccccc21	0%	1%	0%	-3	.	.	19%	-6%	2%
CCCN1CCN(CCCNC(=O)CN2C(=O)COc3ccc(C(C)(C)C)cc32)CC1	.	0%	10%	2	.	.	.	-1%	0%
CCCc1nn2c(=O)cc(O)nc2s1	4%	0%	2%	0	-1	0.1	7%	-3%	19%
CCc1ccccc1NC(=O)CSc1nnc(C2CC2)n1CC1CCCO1 (configuration not stated)	-5%	2%	-5%	-3	-9	1.4	15%	-1%	3%
O=c1[nH]c2ccccc2n2cnnc12	-18%	0%	15%	-4	15	-0.1	0%	4%	-13%
O=C(CC1C(=O)NCCN1Cc1cccc(F)c1)NCCCCCN1CCOCC1 (configuration not stated)	-16%	-1%	0%	2	0	0.2	-25%	-5%	18%
COc1ccc(C(=O)/C=C(\C)Nc2ccc(NC(C)=O)cc2)cc1	.	-2%	-8%	11	-18	-0.2	-17%	3%	?
CN(C)CCN(C(=O)c1ccc2c(c1)CCCC2)c1nc2c(F)cccc2s1	-5%	3%	-2%	19	-12	0.7	-12%	3%	?
CC1CCCCC1NCC(=O)Nc1ccccc1-c1ccccc1 (configuration not stated)	0%	2%	2%	-17	-2	-0.2	-9%[11.4 µM]	-4%	?
COc1ccc(-n2nc3cc(C)c(NC(=O)Cc4ccc(Cl)cc4)cc3n2)cc1	2%	4%	2%	6	.	0.5	6%	-3%	0%
Cc1c(Br)c([N+](=O)[O-])nn1CC(=O)NCCc1c[nH]c2ccccc12	-1%	0%	0%	-5	-9	-0.6	9%	-3%	-15%
O=C(Nc1ccc(NC(=O)c2ccccc2Cl)cc1)c1cccnc1	-1%	2%	5%	-5	.	.	-1%	-5%	0%
O=C(OCc1cc2ccccc2[nH]c1=O)c1cccs1	-6%	-1%	-1%	2	9	3.7	-25%	-6%	-15%
CC(=O)c1ccccc1OCCOCCOCCOc1ccccc1C(C)=O	-6%	3%	-12%	-3	0	-0.1	14%	-4%	5%
O=C(CSc1nnc(Cn2c(=O)sc3ccccc32)n1-c1ccccc1)NCc1ccco1	0%	-1%	3%	-2	-6	-0.2	-33%	-1%	446%[activator]
NNC(=O)c1ccccc1CO	12%	2%	3%	6	.	.	-5%	-1%	.

Later entries:
SMILES	ERG Ets-DNA blk	Vif-APOBEC3G blk	Vif-APOBEC3F blk	LDHA block	D2 antagonist	D2 ag	RGS4 inhibitor	Glioma ERSR ind	ALOX12 inh
Cc1ccc(C)c(CC(=O)N2CCCC(c3cc(C(=O)NCc4ccccc4)no3)C2)c1 (configuration not stated)	.	-1%	.	-3	.	.	.	-3%	-1%
Cc1nc(SCC(O)CCl)c([N+](=O)[O-])[nH]1 (configuration not stated)	-4%	-3%	-7%	-5	-33	-0.7	-5%	-2%	?
CNC(=O)COc1coc(CN2CCN(c3ccc(F)cc3)CC2)cc1=O	-13%	0%	-11%	-2	-3	1.9	-25%[56.9 µM]	-3%	6%
CCN(CC)C(=O)C(C)N(C#N)c1nc(SC)nc(N(C)C)n1 (configuration not stated)	-5%	1%	-9%	-13	8	0.5	15%	-1%	0%
CCOC(=O)c1sc(NC(=O)CSc2nnc(C)s2)c(C(=O)OCC)c1C	-6%	0%	-1%	-4	16	-0.2	-34%	-4%	0%
CC(=O)Nc1ccc(/C=N/NC(=O)c2cccs2)cc1	-3%	3%	10%	-13	-20	-0.2	27%	0%	15%
COc1ccc(NC(=O)c2cc(C)no2)cc1OC	4%	-1%	1%	-5	-18	0.8	7%	-1%	1%
CCCP(=O)(CCC)CCP(=O)(c1ccccc1)c1ccccc1	-17%	-5%	6%	-2	8	-0.1	-12%	-5%	5%
Cc1ccc(-n2c(Cc3cccs3)nnc2SCC(N)=O)cc1	6%	0%	0%	-11	1	1.0	23%	-3%	?
O=C(c1ccco1)c1cn(CC(=O)N2CCCCCC2)c2ccccc12	1%	-1%	1%	0	-1	0.4	-33%	-1%	-7%
CC(O)C1CCC2C3CC[C@H]4CC(O)CCC4(C)C3CC3(OCCO3)C12C (some centres not stated)	.	-4%	-1%	-7	19	1.1	21%	-3%	-20%
O=C(Nc1ccc(F)cc1F)c1ccco1	-1%	2%	-14%	-13	19	0.3	18%	2%	26%
C=CCC(C=C)[N+]1(CC(=O)OC)CCCCC1 (configuration not stated)	5%	2%	?	-7	-9	-0.2	26%	-2%	?
COc1cccc(CNC(=O)CSc2ccc(-c3cccs3)nn2)c1	-10%	0%	3%	-1	6	0.7	-1%	-2%	-10%
CCN(CC)c1ccc2cc(C(N)=O)/c(=N\NC(=O)c3ccncc3)oc2c1	39%[activator]	18%	-86%	0	.	.	7%[11.4 µM]	4%	-11%
O=C(NC(Cc1ccccc1)C(=O)N1CCCC(C(F)(F)F)C1)c1ccccc1 (configuration not stated)	0%	-4%	4%	-10	-6	0.1	-16%	-3%	-14%
Cc1cc(C)nc(SCC(CSc2nc(C)cc(C)n2)C(=O)O)n1	11%	3%	10%	-5	4	0.6	-12%	-2%	4%
Cn1c2ccccc2c2c(C(=O)N3CCN(c4cccc(Cl)c4)CC3)cn(C3CCCCC3)c(=O)c21	0%	-1%	-10%	-3	.	.	-15%	-2%	-9%
CC(C)CNC1CS(=O)(=O)CC1O (configuration not stated)	8%	1%	1%	-2	-13	1.1	10%	-4%	0%
COc1ccc(CNC(=O)C[C@H]2C[C@H](C(=O)N3CCCCC3)[C@@]3(C)c4[nH]c5cc(CCC(=O)N(C)C)ccc5c4CCN3C2=O)cc1OC	5%	-1%	1%	5	.	.	-17%	-3%	?
COc1ccc(-c2cc(C(=O)NC(C)C)no2)cc1	-1%	-4%	1%	-1	6	0.2	5%	-1%	8%
Cc1ccc(NC(=O)CCc2c(C)nn(-c3ccc(N4CCOCC4)nn3)c2C)cc1C	9%	1%	1%	3	-11	0.0	-12%[11.4 µM]	5%	-18%
COc1ccc(-c2nc(C#N)c(NCc3ccccc3Cl)o2)cc1	-11%	3%	-1%	-6&3	-10	0.7	18%	-6%	?
CCOc1ccc(-c2nc(CSCC(=O)NC3CC3)c(C)o2)cc1	-8%	-3%	-1%	-4	-6	0.0	6%	-1%	-20%
O=C(CSC1=NCCS1)N1N=C(c2cccs2)CC1c1ccc(F)cc1 (configuration not stated)	.	-8%	8%	-4	.	.	.	0%	-8%
Cn1cccc1C(=O)N1CCN(S(=O)(=O)c2ccccc2)CC1	3%	0%	-2%	-10	2	0.4	2%	-4%	-29%
COc1ccc2occ(NC(C)=O)c2c1	-5%	1%	5%	-1	-1	0.0	-22%	0%	-6%

Look-ups from the entries so far:
In D2 antagonist, CC(C)CNC1CS(=O)(=O)CC1O (configuration not stated) shows -13
In LDHA block, CCCP(=O)(CCC)CCP(=O)(c1ccccc1)c1ccccc1 shows -2

Molecules listed so far that have a Cl atom, in the order listed:
SMILES	ERG Ets-DNA blk	Vif-APOBEC3G blk	Vif-APOBEC3F blk	LDHA block	D2 antagonist	D2 ag	RGS4 inhibitor	Glioma ERSR ind	ALOX12 inh
COc1ccc(-n2nc3cc(C)c(NC(=O)Cc4ccc(Cl)cc4)cc3n2)cc1	2%	4%	2%	6	.	0.5	6%	-3%	0%
O=C(Nc1ccc(NC(=O)c2ccccc2Cl)cc1)c1cccnc1	-1%	2%	5%	-5	.	.	-1%	-5%	0%
Cc1nc(SCC(O)CCl)c([N+](=O)[O-])[nH]1 (configuration not stated)	-4%	-3%	-7%	-5	-33	-0.7	-5%	-2%	?
Cn1c2ccccc2c2c(C(=O)N3CCN(c4cccc(Cl)c4)CC3)cn(C3CCCCC3)c(=O)c21	0%	-1%	-10%	-3	.	.	-15%	-2%	-9%
COc1ccc(-c2nc(C#N)c(NCc3ccccc3Cl)o2)cc1	-11%	3%	-1%	-6&3	-10	0.7	18%	-6%	?

Only part of the results is shown, so the mix of outcomes need not match the whole.
